Screening data as filed in PubChem.
PI5P4K alpha inh – PI5P4K alpha (human) kinase inhibition | P48426 | PI5P4Kalpha enzyme, ADP-Glo luminescence, 60 min; stronger effect = lower value | max response, % | 1.2% of 330,000 active | AID 652105; active = max response of -50% or lower; inconclusive = between -30% and -50%; inactive = -30% or higher; note: value at the top dose of about 77 µM; % is set by controls: 0 for no effect and ±100 for the full control effect
Target sequence (P48426 whole entry, looked up): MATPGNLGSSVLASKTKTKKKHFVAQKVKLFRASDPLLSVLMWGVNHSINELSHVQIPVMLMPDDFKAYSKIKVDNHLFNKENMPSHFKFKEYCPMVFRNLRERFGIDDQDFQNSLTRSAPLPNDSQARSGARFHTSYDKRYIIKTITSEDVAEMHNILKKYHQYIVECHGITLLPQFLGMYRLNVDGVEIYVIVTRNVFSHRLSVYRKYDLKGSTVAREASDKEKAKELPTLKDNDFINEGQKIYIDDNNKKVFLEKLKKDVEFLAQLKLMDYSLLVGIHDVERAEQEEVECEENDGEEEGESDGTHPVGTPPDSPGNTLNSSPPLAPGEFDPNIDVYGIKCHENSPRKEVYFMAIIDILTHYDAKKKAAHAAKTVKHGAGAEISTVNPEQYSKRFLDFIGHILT
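Controls without substrate or without enzyme flank wells where PI5P4Kalpha converts substrate using 5 microM ATP (final). Incubation lasts 60 minutes at room temperature; ADP formed is read by ADP-Glo luminescence.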
PLK1 PBD inh – inhibitors of human PLK1 polo-box domain binding | Plk1 PBD binding of FITC phosphopeptide, fluorescence polarization | Potency, µM, for inactives: max response, negative = inhibition, actives largely listed as inhibitors | 2.8% of 360,000 active; note: potency is the fitted concentration of half-maximal effect; series mostly up to about 57 µM; % is set by controls: 0 for no effect and ±100 for the full control effect; nearly all actives have a fitted effect of over 65% in size
HEK293 tox – cytotoxic in the GLP-1 receptor inverse agonist counter-screen | HEK293 cAMP-luciferase reporter cells, luminescence, 24 h | 0.13% of 410,000 active | Potency, µM (titrated, usually from 38.3 µM), for the others: top-dose activity change, negative = inhibition, usual class: inhibitors | AID 624418;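 note: loss of luciferase light is scored as toxicity; potency is the fitted concentration of half-maximal effect; % is set by controls: 0 for no effect and ±100 for the full control effect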
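Cells in DMEM/10% Nu serum/1% pen-strep, 1536-well format. Pre-incubated 12 h, dosed with 23 nL compound, incubated a further 24 h. Luciferase detection, 12 min at room temp, luminescence.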
PTHR1 ag – agonists of human PTHR1 parathyroid hormone receptor; 0.075% of 410,000 active; Potency, µM (titrated, usually from 115 µM), without a hit: at the highest dose activation, most hits filed as activators; HEK293 GP2 PTHR1 cells, GloSensor cAMP luminescence, 1 h; Q03431; AID 743266; note: potency is the fitted concentration of half-maximal effect; nearly all actives have a fitted effect of over 55% in size; some results filed as inactive show a strong effect at the top dose; inactives centre near -15; many of its hits are not listed in these tables
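HEK-293-derived GP2 cells expressing PTHR1 and a GloSensor cAMP reporter, 3,000/well, plated overnight, given luciferin plus IBMX (each 0.5 mM as added) for 1 h at 37 °C, then compound for 1 h at 37 °C. Luminescence was read after 15 min at room temperature.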
GLP1R ag – activates the human GLP-1 receptor; Potency, µM (titrated, usually from 45.6 µM), for the others: at the highest dose activation, actives largely listed as activators; 0.007% of 380,000 active; AID 624172; HEK293 GLP-1R CRE-luciferase, luminescence, 4-6 h; cells express a hypersensitive GLP-1R form; note: potency is the fitted concentration of half-maximal effect; % of control where 0% means no effect
Target sequence (P43220 whole entry, looked up): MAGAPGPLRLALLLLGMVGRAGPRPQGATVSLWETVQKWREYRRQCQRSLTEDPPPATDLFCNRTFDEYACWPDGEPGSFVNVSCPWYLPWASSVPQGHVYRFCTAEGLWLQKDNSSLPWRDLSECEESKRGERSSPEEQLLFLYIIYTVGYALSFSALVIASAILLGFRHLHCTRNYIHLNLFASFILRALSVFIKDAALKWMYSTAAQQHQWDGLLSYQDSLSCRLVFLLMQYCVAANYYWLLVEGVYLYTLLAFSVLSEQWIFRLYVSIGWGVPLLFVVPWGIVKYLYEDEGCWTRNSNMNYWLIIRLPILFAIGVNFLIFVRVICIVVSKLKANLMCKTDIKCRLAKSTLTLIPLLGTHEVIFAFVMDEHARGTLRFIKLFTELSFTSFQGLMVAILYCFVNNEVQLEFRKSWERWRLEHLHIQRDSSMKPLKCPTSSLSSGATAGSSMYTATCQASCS
EPAC1 antag – antagonists of human EPAC1. Potency, µM (highest dose often 115 µM), without a hit: at the top dose activity change, negative = inhibition, usual class: inhibitors. EPAC1 GEF assay, Rap1b-BODIPY-GDP exchange fluorescence. 0.14% of 360,000 active. O95398;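 note: potency is the fitted concentration of half-maximal effect; plate controls were vehicle for no effect and positive control for full effect; nearly all actives have a fitted effect of over 50% in size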
GLP-1R inv ag – inverse agonists of human GLP-1 receptor. P43220. HEK293 GLP-1R CRE-luciferase, luminescence, 24 h; GLP-1R form is constitutively active. Potency, µM (doses to about 38.3 µM), inactives show top-dose activity change, negative = inhibition, usual class: inhibitors. 1.6% of 410,000 active; note: potency is the fitted concentration of half-maximal effect; % is set by controls: 0 for no effect and ±100 for the full control effect; nearly all actives have a fitted effect of over 55% in size
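Cells are plated, allowed 12 hours at 37 deg C, then treated with compounds for 24 hr before luciferase detection reagent is added and luminescence is read after 12 min at room temperature. The HEK293 line carries constitutively active GLP-1R with a cAMP-responsive reporter.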
EPAC1 agonist – EPAC1 (human) agonism; O95398; EPAC1 agonist qHTS, biochemical assay; response scale: 100% = response to 6.5 mM cAMP; Potency, µM (top dose mostly 154 µM), for inactives: at the highest dose activation, usual class: activators; 0.073% of 360,000 active; AID 720707; note: potency is the fitted concentration of half-maximal effect; nearly all actives have a fitted effect of over 60% in size
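Multi-concentration qHTS readout: loss of Rap1B-bound BODIPY-GDP fluorescence driven by 100 nM EPAC1 with excess GDP (50 uM), monitored kinetically at room temperature; agonist response expressed relative to 6.5 mM cAMP.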
IL2 activator – IL-2 activation; IL-2 activation reporter assay, cell-based qHTS; stimulated with anti-CD3/CD4/CD28 beads; in transgenic mouse T cells; 0.065% of 360,000 active; activation, % (series mostly up to about 46 µM); in the data active = activation above about 50%; inconclusive = mostly about 30% to 49%; note: 0% is about no effect
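Using fluorescent plate cytometry, EGFP and DsRed are detected in transgenic mouse T cells stimulated 18 h at 37 degrees C with antibody-coated beads after 60 min compound pretreatment.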
Numbers without * were called inactive; i = inactive; ? = inconclusive; . = no result given; [ ] = another dose, or the depositor's remark. Unless noted, calls come from the whole dose curve; as a rule, active = well fitted curve in the direction sought with a large enough effect; inconclusive = small, poorly fitted or top-dose-only effect, or another doubt; inactive = no such curve, though single readings can be large; an effect the other way counts as inactive or inconclusive.

SMILES	PI5P4K alpha inh	PLK1 PBD inh	HEK293 tox	PTHR1 ag	GLP1R ag	EPAC1 antag	GLP-1R inv ag	EPAC1 agonist	IL2 activator
O=C1COc2ccccc2C(c2nc3ccccc3[nH]2)N1Cc1ccccc1 (stereo not given)	3	-2%	4%	-24%	7%	-5%	6%	-5%	-0.1
COc1ccc(CCN(C)C2CCCN(S(=O)(=O)c3ccccc3F)C2)cc1OC (stereo not given)	2	-4%	0%	-20%	19%	-10%	-14%	10%	-0.5
COc1ccc(CNC(=O)CN(Cc2ccc(C)cc2)S(=O)(=O)c2ccc(Cl)cc2)cc1	-1	-4%	-4%	-6%[57.5 µM]	-1%	-8%	0%	12%	-1.2
O=C(Nc1ccc(N2CCN(C(=O)c3ccc(Cl)cc3)CC2)cc1)c1cccnc1	-9	1%	-8%	-11%[57.5 µM]	5%	15%	?	-6%	-0.4
COc1ccccc1C(C#N)c1cccc(Cl)n1 (stereo not given)	0	-15%	19%	i	3%	-8%	-2%	3%	-0.3
Cc1cc(C(C)(C)C)ccc1Oc1cccc2c1S(=O)(=O)N(C1CCCC1)CC(COCc1ccccc1)O2 (stereo not given)	0	-20%	12%	-14%	0%	-3%	?	2%	0.4
Cc1ccc(-c2nnn(CC(=O)N3CCCc4ccccc43)n2)cc1	.	-4%	-6%	-31%[inhibitor]	6%	1%	-3%	23%	-1.9
CCN1CCN(CC(O)COc2ccc(C(C)=O)cc2)CC1 (stereo not given)	3	-1%	-18%	i	4%	-14%	4%	-5%	-0.9
CCN1CCN(c2ncnc3sc(C)c(-c4ccccc4)c23)CC1	12	-7%	2%	i	14%	11%	-16%	14%	0.5
CC(=O)Nc1ccc(NC(=O)CSc2nc(=O)n3cccc(C)c3n2)cc1	-12	-1%	-2%	i	-11%	14%	6%	9%	-0.1
Cc1ccc(N(CC(=O)NCCSCc2ccco2)S(C)(=O)=O)cc1	.	-6%	4%	-7%[57.5 µM]	-3%	-1%	-8%	4%	-1.5
OC(CNC1CCCCC1)CNC1CCCCC1	3	-9%	-23%	i	3%	10%	?	-5%	0.4
O=C(O)/C=C/c1cn(Cc2ccccc2)nc1-c1ccccc1	0	-4%	0%	-23%	-2%	-17%	0%	-3%	-3.3
O=C(NCc1cccc(C(F)(F)F)c1)c1ccc(=O)[nH]c1	-21	-7%	-5%	-4%	1%	9%	-11%	12%	-0.4
CNC(=O)C(=O)NCCN1CCN(C(=O)c2ccc([N+](=O)[O-])cc2)CC1	3	5%	4%	-7%	5%	21%	4%	-4%	1.1
O=C(Cn1c(=O)c2cccn2c2ccccc21)Nc1ccc(F)cc1F	-3	0%	2%	-43%[inhibitor]	6%	-4%	18%	1%	-0.3
O=C(NCC1CCCO1)C1CCCN1C(=O)Nc1ccc(Cl)cc1 (stereo not given)	2	-9%	4%	i	-11%	-7%	9%	3%	-0.3
COc1cccc(N2CCN(C3C4CC5CC(C4)CC3C5)CC2)c1 (stereo not given)	11	-4%	-18%	-4%[57.5 µM]	-17%	7%	0%	-3%	0.0
COc1cc2c(cc1OC)CN(CC(=O)NC(=O)NC(C)(C)C)CC2	-7	-9%	-9%	-9%	5%	-11%	4%	11%	-0.8
CCN(CC)C(=O)c1sc2nc(-c3cccs3)cc(-c3cccs3)c2c1N	-6	69%[activator]	32%	-17%	2%	-6%	9%	5%	21
O=C(Cn1cnc2nc3n(c2c1=O)CCC3)NCc1ccccc1	-12	-2%	8%	i	-3%	20%	-4%	-5%	-4.0
O=C(Nc1ccccc1)ON=C1CCCC1	-3	1%	0%	-15%	15%	-5%	0%	1%	2.8
C(=C\c1ccco1)/c1ccc2ccccc2n1	-30	-15%	4%	-25%	4%	-13%	14%	-1%	-1.7
O=C1CSC(c2cn(-c3ccccc3)nc2-c2cccs2)N1CC1CCCO1 (stereo not given)	8	-5%	-2%	i	2%	-10%	?	6%	0.0
COc1ccc2c(c1)N(C)/C(=C/c1cccc[n+]1C)S2	-2	4%	21%	-28%	-3%	1%	?	0%	22

Retrieved by compound from above, 5 records:
SMILES	PI5P4K alpha inh	PLK1 PBD inh	HEK293 tox	PTHR1 ag	GLP1R ag	EPAC1 antag	GLP-1R inv ag	EPAC1 agonist	IL2 activator
O=C(Cn1c(=O)c2cccn2c2ccccc21)Nc1ccc(F)cc1F	-3	0%	2%	-43%[inhibitor]	6%	-4%	18%	1%	-0.3
CNC(=O)C(=O)NCCN1CCN(C(=O)c2ccc([N+](=O)[O-])cc2)CC1	3	5%	4%	-7%	5%	21%	4%	-4%	1.1
CC(=O)Nc1ccc(NC(=O)CSc2nc(=O)n3cccc(C)c3n2)cc1	-12	-1%	-2%	i	-11%	14%	6%	9%	-0.1
COc1ccccc1C(C#N)c1cccc(Cl)n1 (stereo not given)	0	-15%	19%	i	3%	-8%	-2%	3%	-0.3
CCN1CCN(CC(O)COc2ccc(C(C)=O)cc2)CC1 (stereo not given)	3	-1%	-18%	i	4%	-14%	4%	-5%	-0.9

Continuation:
SMILES	PI5P4K alpha inh	PLK1 PBD inh	HEK293 tox	PTHR1 ag	GLP1R ag	EPAC1 antag	GLP-1R inv ag	EPAC1 agonist	IL2 activator
Cc1ccc(-c2noc(CN3CCCCC3)n2)cc1	0	-9%	4%	-12%[57.5 µM]	2%	-3%	9%	4%	-1.3
Cc1nn(S(=O)(=O)c2ccccc2)c(C)c1S(=O)(=O)N1CCOCC1	-10	?	?	-10%	-2%	-22%	2%	-16%	-2.5
Cc1cc(O)c(-c2cc(C(=O)Nc3sc4c(c3C(=O)NCc3ccco3)CCC4)[nH]n2)cc1C	-22	-4%	-4%	-2%	-3%	13%	0%	-7%	-2.8
Cc1cccc(C(CC(=O)N2CCCC2)c2ccccc2)c1O (stereo not given)	2	6%	-5%	i	10%	1%	3%	6%	0.0
CC(c1ccccc1)N(CC(=O)NC1CCCCC1)S(=O)(=O)c1cccc(C(F)(F)F)c1 (stereo not given)	0	-1%	1%[1.53 µM]	-12%	-3%	-11%	?	-11%	-1.1
CCC(=O)c1ccc(N2CCOCC2)c(F)c1	-2	-7%	16%	-4%[57.5 µM]	4%	4%	32%	2%	0.4
CCOC(=O)CS(=O)(=O)c1ccc(O)cc1	4	-11%	5%	i	7%	2%	24%	4%	-2.0
N#CC1=C2SCC(O)(c3ccccc3)N2C(=O)CC1c1cccs1 (stereo not given)	.	-10%	?	-13%[57.5 µM]	19%	-1%	6%	1%	-3.2
CCc1ccccc1NS(=O)(=O)Cc1ccccc1	-3	-14%	4%	-19%	-7%	-20%	?	9%	0.7
Cn1cncc1C#Cc1ccc2cc(C3(O)CCCCC3)oc(=O)c2c1	-4	-11%	5%	i	5%	7%	-14%	-14%	-0.5
COC(=O)c1ccc(C)c(-n2c(=O)n(Cc3ccccc3)c(=O)c3[nH]cnc32)c1	-6	-4%	-3%	i	?	-5%	221%[activator]	1%	0.0
CC1(C)CC2(C)Nc3ccccc3N2C(=S)N1 (stereo not given)	1	1%	-10%	i	-1%	6%	10%	-8%	0.4
CCN1CCN(CC(=O)Nc2cc3c(cc2C(C)=O)OCO3)CC1	4	-6%	22%	-21%	1%	2%	19%	6%	-0.6
CCN(CC)S(=O)(=O)c1cccc(-c2nnc(SCC(=O)NC3CCCCCCC3)n2N)c1	.	-6%	-2%	-16%[57.5 µM]	-3%	0%	-23%	-1%	-1.5
CCOc1ccccc1N1CCN(C(=O)CCCc2nc3ccccc3s2)CC1	1	-1%	-28%	-34%[inhibitor]	10%	-1%	?	2%	1.8
CC(C)(C)C(=O)NC(=S)Nc1ccc(Cc2ccncc2)cc1	-4	-21%	13%	-38%[inhibitor]	2%	2%	?	2%	-0.9
O=C1CC(Sc2ncccn2)C(=O)N1c1ccccc1C(F)(F)F (stereo not given)	-8	?	-16%	i	-4%	-6%	?	-3%	-3.9
CCCCC(=O)Nc1ccc2c(c1)nc1n2CCSC1	-9	-19%	4%	-4%[57.5 µM]	-6%	-1%	0%	-4%	-2.5
CC(C)CNC(=O)c1ccc2c(c1)C(=O)N(C1CCCCC1)C2=O	5	-9%	1%	-16%	-2%	-20%	-18%	-4%	-0.9

A draw from above in order of SMILES length, rising:
SMILES	PI5P4K alpha inh	PLK1 PBD inh	HEK293 tox	PTHR1 ag	GLP1R ag	EPAC1 antag	GLP-1R inv ag	EPAC1 agonist	IL2 activator
CCCCC(=O)Nc1ccc2c(c1)nc1n2CCSC1	-9	-19%	4%	-4%[57.5 µM]	-6%	-1%	0%	-4%	-2.5
N#CC1=C2SCC(O)(c3ccccc3)N2C(=O)CC1c1cccs1 (stereo not given)	.	-10%	?	-13%[57.5 µM]	19%	-1%	6%	1%	-3.2
CCOc1ccccc1N1CCN(C(=O)CCCc2nc3ccccc3s2)CC1	1	-1%	-28%	-34%[inhibitor]	10%	-1%	?	2%	1.8

Arranged by value in IL2 activator (smallest number first): some entries from above.
structure	IL2 activator
O=C1CC(Sc2ncccn2)C(=O)N1c1ccccc1C(F)(F)F (stereo not given)	-3.9
Cn1cncc1C#Cc1ccc2cc(C3(O)CCCCC3)oc(=O)c2c1	-0.5
COC(=O)c1ccc(C)c(-n2c(=O)n(Cc3ccccc3)c(=O)c3[nH]cnc32)c1	0.0

A portion of the library; count on the stated rates, not on these rows.
